Bioassay records deposited in PubChem by Sanford-Burnham Center for Chemical Genomics.
HKDC1 inh: blocks human hexokinase HKDC1 activity. 340,000 tested, 0.16% active. Q2TB90. recombinant HKDC1, G6PDH/diaphorase resazurin coupled fluorescence. inhibition, % at 20 µM. AID 493160;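 active means inhibition above about 35% when tested at 20 µM, limit read from the data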;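 further: plate controls were DMSO wells with enzyme for no effect and DMSO wells lacking enzyme for full effect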
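test system = in-house recombinant HK5 (HKDC1) enzyme | amount = HKDC1 at 5 µg/mL | control set = DMSO-enzyme wells negative, buffer-substituted wells positive | compound = one dose of 20 µM, 1% DMSO | schedule = reaction time 90 min, room temperature, protected from light | technique = resorufin fluorescence at 613 nm | reagent = glucose with 1 mM ATP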
MPTP block: blocks calcium-induced mitochondrial swelling. inhibition, % at 10 µM. isolated mouse mitochondria, Ca2+ swelling absorbance, 30 min. 360,000 tested, 1.4% active;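 active means inhibition of 50% or more, scaled per plate between neutral and stimulator controls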;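 further: 0% = DMSO wells given calcium and 100% = 1 mM EGTA wells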
PfGluPho inh: PfG6PD (Plasmodium falciparum) enzyme inhibition; PfGluPho enzyme, NADPH resazurin-diaphorase fluorescence; inhibition, % at 20 µM; 350,000 tested, 0.78% active;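 active means inhibition reaching at least a set limit at 20 µM in the primary screen, cut at about 59% in these data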;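 further: 0% = DMSO wells with substrate and 100% = DMSO wells lacking glucose-6-phosphate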
GRIN3A LBD mod: modulators (binders) of human NR3A ligand-binding domain; NR3A LBD differential scanning fluorimetry, Tm shift; 0% = protein alone, 100% = glycine-bound protein; Tm shift relative to glycine control, % at 25 µM; 340,000 tested, 2.5% active;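 active means melting temperature shift of at least 10% of the positive control shift, at one fixed dose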
SENP7 block: blocks the human protease SENP7 | 330,000 tested, 1.5% active | recombinant SENP7, Z-RLRGG-aminoluciferin luminescence, 40 min | AID 434973 | inhibition, % at 5 µM;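 active means inhibition above about 50% at the single test dose, limit read from the data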;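 further: plate controls were DMSO with enzyme for no effect and no enzyme buffer wells for full effect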
Target sequence (Q9BQF6 706-1050 limits assumed): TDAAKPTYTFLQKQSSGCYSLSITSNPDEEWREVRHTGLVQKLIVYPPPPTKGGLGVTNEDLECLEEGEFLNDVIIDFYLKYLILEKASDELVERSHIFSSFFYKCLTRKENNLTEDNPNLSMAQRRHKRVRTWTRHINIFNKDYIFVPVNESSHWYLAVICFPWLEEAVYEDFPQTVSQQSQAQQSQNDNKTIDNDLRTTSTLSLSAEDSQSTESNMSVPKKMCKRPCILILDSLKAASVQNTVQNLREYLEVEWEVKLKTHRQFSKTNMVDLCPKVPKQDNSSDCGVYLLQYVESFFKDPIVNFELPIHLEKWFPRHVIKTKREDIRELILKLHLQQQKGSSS
ATG4B inh: ATG4B (human) cysteine protease inhibition; 340,000 tested, 0.51% active; inhibition, % at 8.33 µM; ATG4B cleavage of LC3-PLA2, NBD-HPC fluorescence, 1 h; in the data active means inhibition above about 40%
Target sequence (Q9Y4P1 whole entry, looked up): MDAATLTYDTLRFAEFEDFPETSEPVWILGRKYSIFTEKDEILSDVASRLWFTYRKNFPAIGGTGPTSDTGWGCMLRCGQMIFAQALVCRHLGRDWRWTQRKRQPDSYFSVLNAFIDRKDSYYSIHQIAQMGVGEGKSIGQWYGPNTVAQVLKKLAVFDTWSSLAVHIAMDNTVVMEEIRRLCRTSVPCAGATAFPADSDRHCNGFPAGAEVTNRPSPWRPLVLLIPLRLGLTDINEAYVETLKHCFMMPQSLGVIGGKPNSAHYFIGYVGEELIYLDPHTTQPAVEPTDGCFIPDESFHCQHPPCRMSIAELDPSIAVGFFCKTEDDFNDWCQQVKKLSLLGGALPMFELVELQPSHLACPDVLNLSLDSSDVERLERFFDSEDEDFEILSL
SENP6 inh: inhibitors of human SENP6 protease. inhibition, % at 10 µM. AID 2599. Recombinant SENP6 catalytic domain, aminoluciferin luminescence. 330,000 tested, 1.8% active;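 active means inhibition above about 50% at the single tested dose, limit read from the data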;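 further: plate controls were DMSO wells with enzyme for no effect and DMSO wells lacking enzyme for full effect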
SENP8 block: inhibitors of human SENP8 protease; Q96LD8; recombinant SENP8, Nedd8 substrate fluorescence; inhibition, % at 20 µM; 360,000 tested, 0.64% active; AID 602440; in the data active means inhibition mostly above about 40%, no sharp cut-off; inactive means mostly below about 27%
Target sequence (Q96LD8 whole entry, looked up): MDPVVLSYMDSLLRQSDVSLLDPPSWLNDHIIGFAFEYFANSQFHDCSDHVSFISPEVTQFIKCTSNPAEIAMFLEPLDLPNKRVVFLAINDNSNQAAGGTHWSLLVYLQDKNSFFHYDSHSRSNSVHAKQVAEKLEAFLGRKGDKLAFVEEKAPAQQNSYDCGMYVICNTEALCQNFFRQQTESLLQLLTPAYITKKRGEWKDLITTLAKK
* marks the source's active call; other numbers are inactive results.

SMILES | HKDC1 inh | MPTP block | PfGluPho inh | GRIN3A LBD mod | SENP7 block | ATG4B inh | SENP6 inh | SENP8 block
Cc1ccc(SCCN2CCN(C)CCC2=O)cc1 | -3.5 | -0.3 | 5.5 | 1.8 | 2.0 | -2.3 | -7.6 | 18.8
COc1ccc(F)cc1S(=O)(=O)N1CCN(C(=O)c2ccco2)CC1 | -3.1 | -0.7 | 8.0 | 3.0 | 16.2 | 1.8 | -16.2 | 8.5
Cc1ccc(C)c(NC(=O)C2CC(Cl)=CCC2C(=O)O)c1 (stereo not drawn) | -5.4 | -0.6 | -16.0 | 0.9 | -13.2 | 0.9 | -19.4 | 16.9
COC(=O)Cn1nc(-c2ccccc2)c2ccccc2c1=O | -9.1 | 0.4 | -1.2 | -6.8 | 2.3 | -1.2 | -6.7 | 11.4
CSc1ccc(C(=O)C2CCCN(S(=O)(=O)c3c(C)noc3C)C2)cc1 (stereo not drawn) | 14.7 | -1.2 | 6.3 | 0.2 | -0.3 | 1.2 | 5.1 | 1.5
CC(C)(C#CCN1CCCC1)OCCC#N | -6.2 | -0.4 | -7.0 | -0.9 | 2.7 | -8.7 | -20.9 | 11.9
CCNC(=O)NC(=O)C(C)SCc1ccccc1C (stereo not drawn) | -2.9 | 0.8 | 1.1 | 1.8 | 6.0 | 8.8 | 8.2 | 5.2
Cc1ccc(C2=NS(=O)(=O)N(C)C(C(=O)N3CCOCC3)=C2)cc1 | -2.0 | 1.3 | 3.5 | 1.7 | -1.4 | -8.2 | -14.1 | -69.8
C#CCOCCOCCOCCNc1nc(N2CCN(C(=O)Cn3cc(CCCCN)nn3)CC2)nc(N2CCN(C(=O)[C@H]([C@@H](C)CC)n3cc(CCCCN)nn3)CC2)n1 | -8.1 | 13.2 | 26.3 | 3.1 | -0.6 | -3.1 | -19.7 | 13.8
CNC(=O)/C(C#N)=C\c1cc(C)n(-c2ccc(N3CCOCC3)cc2)c1C | -1.6 | 0.8 | -6.6 | -1.8 | 3.9 | 5.6 | 8.4 | -82.0
O=C(CCc1nc2ccccc2c(=O)[nH]1)OCc1cccc(C(F)(F)F)c1 | -4.0 | 0.9 | 28.8 | -2.6 | -1.6 | -6.3 | 4.5 | 10.4
C=CC(COCc1ccccc1)N(C(=O)OC(C)(C)C)S(=O)(=O)c1ccccc1Br (stereo not drawn) | 5.3 | 4.5 | 14.9 | 0.9 | -8.6 | 7.5 | 3.1 | 11.0
COc1ccc(S(=O)(=O)Oc2ccc3cccc(N)c3c2)cc1 | 23.6 | 15.8 | 34.4 | -3.5 | 46.8 | 3.0 | 86.1* | 56.5*
O=C(c1ccoc1)N1CCC2(CC1)Oc1ccc(Cl)cc1C(=O)C21CC(c2ccc(Cl)cc2)=NO1 (stereo not drawn) | -2.1 | 2.0 | 5.6 | 1.4 | -21.8 | 0.8 | -28.4 | 8.9
CC(C)N(C(=O)C1CC(=O)OC12CCCCC2)C(C)C (stereo not drawn) | 8.7 | 0.9 | -11.5 | -1.7 | 6.6 | -0.1 | 3.6 | 17.4
COc1ccc(/C=C/C(=O)c2ccc([N+](=O)[O-])o2)cc1 | 30.6 | 0.5 | 28.8 | -5.2 | -0.3 | -0.8 | -4.6 | -9.0
Cc1ccccc1-n1c(SCC(=O)NCc2cccs2)nc2ccccc2c1=O | -7.2 | 1.7 | -0.8 | -2.1 | -0.8 | -7.5 | -11.0 | 2.4
O=C(COC(=O)C1CC(=O)N(c2ccccc2)C1)c1ccccc1 (stereo not drawn) | -6.0 | -1.2 | -2.1 | 0.5 | -9.8 | -0.1 | -14.4 | 14.1
O=C(NCc1ccccn1)c1cc(S(=O)(=O)N2CCCCCC2)ccc1Cl | -1.8 | -0.1 | -3.5 | 0.8 | -4.5 | 11.0 | 10.0 | -2.4
Cc1nc(SCC(=O)N(CC(C)C)C2CCS(=O)(=O)C2)c2ccccc2n1 (stereo not drawn) | -2.0 | 1.1 | -6.8 | -0.1 | 4.6 | -5.4 | 2.3 | 4.3
COc1ccc(C(CNC(=O)c2cc3ccccc3o2)N2CCCC2)cc1 (stereo not drawn) | -1.8 | -0.9 | 17.5 | 0.3 | -7.8 | -9.7 | -16.0 | 8.7
O=C(NCc1cccs1)NC1CCCCC1 | -4.8 | -1.1 | -8.8 | -14.2 | -10.3 | 5.0 | -7.6 | 14.3
COc1ccc(OC)c(CN(CCN2CCOCC2)C(=O)Nc2cccc(Cl)c2)c1 | -15.3 | 0.0 | 3.4 | 0.5 | -5.2 | -9.8 | -9.7 | 22.3
CC(C)C(NC(=O)c1ccc(Cl)cc1)C(=O)NCC1CCCO1 (stereo not drawn) | -4.4 | -0.8 | -11.4 | 1.0 | -5.1 | 5.9 | -3.8 | 8.2
O=C(Cn1cnc2c(cnn2-c2ccc(F)cc2)c1=O)OCc1ccccc1 | -2.2 | 2.6 | -6.6 | -0.1 | -2.5 | -4.9 | -11.1 | 29.6
Cc1ccc(S(=O)(=O)NCCSC(C)(C)C)cc1 | -2.1 | -0.1 | -11.0 | 2.5 | -1.0 | -8.3 | 8.1 | 4.1
Cn1nnnc1NCc1ccc(Cl)c(Cl)c1 | -0.8 | 2.3 | -10.2 | -0.4 | 11.4 | -3.0 | -12.4 | 18.8
O=C1CC(c2ccccc2)CN1S(=O)(=O)c1ccccc1 (stereo not drawn) | -8.0 | -2.9 | 12.3 | -1.8 | -8.2 | -1.9 | 4.5 | 6.2
CCOC(=O)c1cnc2ccc(Cl)cc2c1Nc1ccc(S(=O)(=O)Nc2ncccn2)cc1 | -6.9 | 0.1 | -23.7 | -0.6 | 6.1 | 24.1 | -6.0 | -4.9
CCN(CC)C(=O)C1CCCN(c2ncnc3c2cnn3-c2ccc(Cl)cc2)C1 (stereo not drawn) | 6.8 | -0.5 | -1.1 | 0.8 | -0.9 | -9.1 | -18.0 | 3.6

Complete entries, looked up by structure:
O=C(COC(=O)C1CC(=O)N(c2ccccc2)C1)c1ccccc1 (stereo not drawn) across the screens: HKDC1 inh: -6.0; MPTP block: -1.2; PfGluPho inh: -2.1; GRIN3A LBD mod: 0.5; SENP7 block: -9.8; ATG4B inh: -0.1; SENP6 inh: -14.4; SENP8 block: 14.1
O=C(c1ccoc1)N1CCC2(CC1)Oc1ccc(Cl)cc1C(=O)C21CC(c2ccc(Cl)cc2)=NO1 (stereo not drawn) across the screens: HKDC1 inh: -2.1; MPTP block: 2.0; PfGluPho inh: 5.6; GRIN3A LBD mod: 1.4; SENP7 block: -21.8; ATG4B inh: 0.8; SENP6 inh: -28.4; SENP8 block: 8.9

Next part
SMILES | HKDC1 inh | MPTP block | PfGluPho inh | GRIN3A LBD mod | SENP7 block | ATG4B inh | SENP6 inh | SENP8 block
CCc1nc(SCC(=O)Nc2cc(C)ccc2OC)c2c(C)c(C)sc2n1 | -1.7 | -0.9 | 4.4 | -1.0 | -3.9 | -8.3 | 8.3 | 11.0
COc1ccc(-c2cc(C(=O)Nc3ccc(Cl)cc3Cl)c3ccccc3n2)cc1OC | -3.8 | -0.2 | -8.0 | -6.1 | -5.7 | 1.7 | -11.3 | -108.3
Cc1cc(C(C#N)c2ccc(Cl)cc2)c(Cl)cc1NC(=O)c1cc(I)cc(I)c1O (stereo not drawn) | 6.2 | 100.2* | -33.6 | 4.1 | 3.0 | 24.6 | 7.5 | 2.4
O=C(O)CCNC(=O)c1ccc(Br)o1 | 2.4 | -0.2 | -0.2 | -0.3 | 1.3 | -0.1 | 6.7 | 19.1
Cc1nnsc1C(=O)NC1CCCc2c1cnn2-c1ccc(F)cc1F (stereo not drawn) | -2.7 | 6.8 | -1.6 | 2.2 | 1.3 | -1.7 | -7.5 | -1.5
CC(C)(C)c1ccc2c(c1)OC(C(=O)N/N=C\c1ccc(-c3cccc(C(=O)O)c3)o1)CO2 (stereo not drawn) | 12.7 | 27.8 | -12.1 | -7.2 | 10.6 | 3.9 | 9.1 | -321.4
ClCc1nc2ccccc2c2ccccc12 | 12.6 | 63.5* | 24.1 | 1.3 | 4.9 | 2.3 | -23.0 | 16.4
Cc1cccc(CN2CCC(n3nccc3NC(=O)c3ccccc3C)CC2)n1 | -3.1 | 0.8 | -15.3 | -1.1 | -6.6 | 7.2 | -3.5 | -2.5
COc1ccc(COC(=O)C2=C(C)NC(=O)NC2c2ccccc2)cc1 (stereo not drawn) | 3.5 | 0.8 | -17.6 | -3.2 | -4.5 | -6.8 | -18.6 | 7.1
COc1cccc(C(=O)Nc2ccc(NC(=O)c3ccco3)cn2)c1 | -1.3 | -1.3 | 5.5 | 4.0 | 46.2 | -6.2 | 64.1* | 22.2
Cc1noc(C)c1S(=O)(=O)N(Cc1ccccc1)C(C)C | 5.8 | 1.8 | 20.2 | 2.3 | -6.3 | -0.9 | -12.6 | 21.0
COc1cc(/C=N/NC(=O)c2cc(C)n(-c3ccc(F)cc3)c2C)cc(OC)c1O | 8.1 | -0.6 | 23.4 | -0.1 | 1.6 | -18.5 | -23.6 | -272.7
COc1ccc(S(=O)(=O)N2CCCCC2)cc1NS(=O)(=O)c1ccccc1 | -3.6 | 0.7 | -10.5 | 1.1 | -0.5 | 0.8 | -9.0 | -7.8
CCOC(=O)[C@H]1[C@H]2COc3ccc(Cl)cc3[C@@H]2N2C(=O)[C@@H](C)NC(=O)[C@@]12C | -4.8 | -0.5 | -4.8 | -1.4 | 3.4 | -6.1 | 1.8 | 7.6
CC(C)(C)CC(=O)N1CCN(c2ccc(S(=O)(=O)N3CCOCC3)cc2[N+](=O)[O-])CC1 | -0.6 | -0.9 | 11.8 | 1.8 | -3.3 | -1.9 | -3.6 | 15.1

Part of the list above, reduced to SENP7 block.
Molecule,SENP7 block
COc1ccc(-c2cc(C(=O)Nc3ccc(Cl)cc3Cl)c3ccccc3n2)cc1OC,-5.7
Cc1cc(C(C#N)c2ccc(Cl)cc2)c(Cl)cc1NC(=O)c1cc(I)cc(I)c1O (stereo not drawn),3.0

Next part
SMILES | HKDC1 inh | MPTP block | PfGluPho inh | GRIN3A LBD mod | SENP7 block | ATG4B inh | SENP6 inh | SENP8 block
Cc1ccnc(NS(=O)(=O)c2ccc(NC(=O)C3CC3)cc2)n1 | -5.6 | 0.3 | -5.0 | 1.7 | -2.6 | -0.9 | -7.3 | 6.0
Nc1cc(=O)[nH]c(SCC(=O)N2N=C(c3ccc4ccccc4c3)CC2c2ccccc2)n1 (stereo not drawn) | -2.5 | 3.3 | -11.7 | -4.2 | 0.9 | 1.6 | 17.0 | -295.0
CCOc1ccc(CNCCCSc2ncccn2)cc1 | 5.3 | 1.4 | -9.8 | 1.6 | 2.7 | -2.9 | 3.3 | 11.1
O=C(CSc1ncnc2c1oc1ccccc12)NCc1ccc(F)cc1 | -7.3 | -1.7 | 6.3 | 1.4 | 2.8 | -1.2 | -3.1 | 7.0
COc1cccc(CNC(=O)CCc2ccc(OC)c(OC)c2)c1 | 1.6 | -2.1 | -5.3 | -0.7 | -6.1 | 3.7 | -23.3 | 5.7
Cc1ccc(S(=O)(=O)Nc2cc(C)c(O)c(Sc3n[nH]c(C)n3)c2)cc1 | -1.4 | 0.7 | 46.8 | -0.5 | -5.7 | -2.7 | 10.3 | 10.5
CC1(C)CC(NC(=O)C2CCC(=O)N(C3CC3)C2)CC(C)(C)C1 (stereo not drawn) | -4.8 | 0.6 | -6.3 | -2.4 | -0.5 | 1.7 | 5.0 | 7.5
CC1CCC(C(C)C)C(OC(=O)C[n+]2cccc(C(N)=O)c2)C1 (stereo not drawn) | -1.5 | 0.6 | -10.6 | -2.7 | 15.0 | 9.8 | -2.4 | 20.7
CCc1ccccc1NC(=O)CC(c1ccc(OC)cc1)n1cccc1 (stereo not drawn) | -3.8 | 1.7 | -0.6 | -6.3 | 2.2 | 5.4 | -5.4 | 20.9
O=C(O)c1sccc1S(=O)(=O)N1CCN(c2ccc(C(F)(F)F)cn2)CC1 | -3.7 | -2.5 | -13.3 | -0.2 | -11.1 | 7.3 | -10.6 | 18.4
O=C1c2ccccc2C2(c3ccccc3)N1CCN2C(=O)C(Cl)(Cl)Cl (stereo not drawn) | -1.1 | 0.4 | 6.2 | -4.7 | -7.5 | -5.8 | -17.2 | 27.9
